Diaphorase inh: counter-screen for diaphorase-based assays: diaphorase inhibitors and chemical oxidizers; inhibition, % at 20 µM; 190,000 tested, 0.69% active; diaphorase resazurin-to-resorufin fluorescence, NADH, 16 min; bacterial (C. kluyveri) enzyme, not human; AID 1217;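 active = primary screen inhibition at 20 µM above a set limit, cut at about 50% in these data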;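 also: plate controls were DMSO with full reaction for no effect and wells lacking NADH for full effect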
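System: Bacterial diaphorase enzyme (C. kluyveri) | Incubation: 16-min room-temperature incubation before reading | Benchmarks: No-NADH positive control and DMSO neutral control | Measured by: Resorufin fluorescence 544/590 nm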
Lmaj promast: inhibitors of Leishmania major promastigote growth; inhibition, % at 10 µM; AID 1063; Leishmania major promastigotes, resazurin fluorescence viability; 200,000 tested, 9% active; in the data active = inhibition above about 50%;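 also: promastigotes grown with compound for 44 hours at 28 °C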
TNAP inh no acc: blocks human TNAP activity with no phosphate acceptor present | purified TNAP, CDP-star luminescence, 30 min | 200,000 tested, 0.26% active | inhibition, % at 20 µM | P05186;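 active = tissue-nonspecific alkaline phosphatase inhibition above about 50% at 20 µM in the single-dose screen, limit read from the data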;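 also: 0% = DMSO negative control and 100% = EDTA positive control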
Target sequence (P05186 whole entry, looked up): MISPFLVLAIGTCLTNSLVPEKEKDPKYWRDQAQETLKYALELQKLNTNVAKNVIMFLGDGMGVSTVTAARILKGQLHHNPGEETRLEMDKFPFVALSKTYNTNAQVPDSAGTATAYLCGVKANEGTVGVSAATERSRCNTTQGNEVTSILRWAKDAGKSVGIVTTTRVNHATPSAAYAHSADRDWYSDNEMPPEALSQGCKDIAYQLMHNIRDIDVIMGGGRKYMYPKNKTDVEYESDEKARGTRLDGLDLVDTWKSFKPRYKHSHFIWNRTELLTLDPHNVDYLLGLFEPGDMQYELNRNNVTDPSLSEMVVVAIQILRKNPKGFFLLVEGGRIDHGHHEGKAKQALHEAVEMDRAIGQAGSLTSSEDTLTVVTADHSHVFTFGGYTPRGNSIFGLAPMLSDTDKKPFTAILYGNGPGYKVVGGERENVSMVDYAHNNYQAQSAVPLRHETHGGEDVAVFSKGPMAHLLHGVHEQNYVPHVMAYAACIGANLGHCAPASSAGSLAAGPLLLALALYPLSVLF
bIAP activator: increases bovine intestinal alkaline phosphatase activity. purified bovine IAP, CDP-star luminescence, 30 min; hits give high values; fold of DMSO-control signal, blank-subtracted. activation factor at 20 µM. 200,000 tested, 0.17% active;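 active = activation factor of 2 or more at 20 µM, a signal rise over negative controls twice the positive control's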
bIAP inhibitor: blocks bovine intestinal alkaline phosphatase activity | purified bovine IAP, CDP-star luminescence, 30 min | inhibition, % at 20 µM | 190,000 tested, under 10 active | AID 1019;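 active = over 50% inhibition of intestinal alkaline phosphatase at 20 µM in the single-dose screen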
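Assay system: bovine IAP enzyme; medium: DEA buffer 100 mM, pH 9.8, with MgCl2 1.0 mM, ZnCl2 0.02 mM; doses: 20 µM single dose; incubation: enzyme reaction for 30 min at room temperature; detection: CDP-star luminescence signal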
TNAP act hi DEA: TNAP (human) activation, high acceptor; P05186; purified TNAP, CDP-star luminescence, 1 M DEA, 30 min; hits give high values; 0 = EDTA background, 1 = DMSO-only activity; activation factor at 20 µM; 200,000 tested, under 10 active; AID 1136;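 active = activation factor at least 2 at 20 µM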
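Measured by: Luminescent substrate turnover signal | Test system: Human TNAP | Input: TNAP 1/800 final | Dosing: 20 µM single point | Schedule: 30 min, room temperature | Controls: EDTA wells as negative control, DMSO wells as positive control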
Diaphorase act: counter-screen for diaphorase-based assays: diaphorase activators and chemical reducers; 190,000 tested, 0.005% active; activation factor at 20 µM; Diaphorase/resazurin coupled assay, resorufin fluorescence, 16 min; hits give high values; 1 = vehicle wells, 0 = NADH-free wells;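 active = diaphorase activity raised at least twofold by the compound at 20 µM; inactive = activation factor below 2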
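Test system: Clostridium kluyveri diaphorase, purified enzyme. Buffer or medium: 50 mM HEPES pH 7.4 buffer plus MgCl2 and Tween 20. Also added: 0.114 mM NADH and 0.1 mM resazurin, final amounts. Dosing: compound 20 µM once, DMSO 1%. Schedule: 16 min enzyme reaction, ambient temperature. Detection: fluorescence of resorufin, 544 nm excitation, 590 nm emission.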
PMI act hi M6P: activators of human phosphomannose isomerase at near-saturating mannose 6-phosphate. coupled PMI enzyme assay, resazurin fluorescence, 20 min; hits give high values; 1 = untreated enzyme, 0 = substrate-free blank. 190,000 tested, 0.34% active. activation factor at 20 µM. AID 1216. P34949;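 active = activation factor of 2 or more at 20 µM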
Target sequence (P34949 whole entry, looked up): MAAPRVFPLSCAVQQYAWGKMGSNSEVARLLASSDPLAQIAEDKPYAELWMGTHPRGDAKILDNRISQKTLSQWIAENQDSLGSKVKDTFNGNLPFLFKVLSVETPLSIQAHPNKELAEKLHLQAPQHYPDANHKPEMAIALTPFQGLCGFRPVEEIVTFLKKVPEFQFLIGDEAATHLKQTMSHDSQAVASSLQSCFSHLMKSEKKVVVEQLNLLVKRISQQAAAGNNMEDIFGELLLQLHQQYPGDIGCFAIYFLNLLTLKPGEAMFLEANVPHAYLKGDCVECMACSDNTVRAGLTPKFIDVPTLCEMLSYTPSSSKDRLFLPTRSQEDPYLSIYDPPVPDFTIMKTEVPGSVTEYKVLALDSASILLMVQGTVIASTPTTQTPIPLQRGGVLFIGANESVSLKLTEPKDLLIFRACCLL
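Material: human phosphomannose isomerase with PGI, G6PDH, diaphorase coupling enzymes; amount: PMI at 15 ng/mL final; also added: Mannose-6-phosphate 1.0 mM (near-saturating) plus 0.22 mM NADP+; incubation: enzyme reaction with compound 20 min at room temperature; signal: resorufin fluorescence (Ex 544/Em 590 nm) from resazurin via diaphorase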
PMI act: phosphomannose isomerase (human) activation. P34949. purified human PMI, coupled resazurin fluorescence, 20 min; hits give high values; 1 = vehicle control, 0 substrate-free wells. activation factor at 20 µM. 190,000 tested, 0.005% active;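 active = activation factor of 2 or more at 20 µM, relative to plate controls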
TNAP inh hiacc: TNAP (human) inhibition, high acceptor; P05186; purified TNAP, CDP-star luminescence, 1 M DEA; inhibition, % at 20 µM; 200,000 tested, 0.03% active;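 active = over 50% inhibition of tissue-nonspecific alkaline phosphatase at 20 µM in the single-dose screen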;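 also: plate controls were DMSO wells for no effect and EDTA-quenched wells as full inhibition for full effect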
The depositor's hits bear a star; . = no result given.

A first look, 3 compounds:
SMILES	Diaphorase inh	Lmaj promast	TNAP inh no acc	bIAP activator	bIAP inhibitor	TNAP act hi DEA	Diaphorase act	PMI act hi M6P	PMI act	TNAP inh hiacc
CC(C)N(CCn1c(=S)[nH]c2ccccc2c1=O)C(C)C	6.2	13.9	-18.4	0.9	9.9	1	0.9	1.1	1.1	-2.9
COc1ccc(C2OC(=O)CC2C(=O)NC2CCCCCC2)cc1OC (centres undefined)	13.9	5.1	-10.2	0.9	7.2	1	0.9	0.9	0.9	-3.3
COc1ccc(-c2cnnc(N/N=C/c3c(C)nn(-c4ccccc4)c3Cl)n2)cc1	5.1	1.4	-7.0	1	-3.4	1	0.9	0.9	0.8	2.5

The whole of this part (from the top)
SMILES	Diaphorase inh	Lmaj promast	TNAP inh no acc	bIAP activator	bIAP inhibitor	TNAP act hi DEA	Diaphorase act	PMI act hi M6P	PMI act	TNAP inh hiacc
CC(C)N(CCn1c(=S)[nH]c2ccccc2c1=O)C(C)C	6.2	13.9	-18.4	0.9	9.9	1	0.9	1.1	1.1	-2.9
COc1ccc(C2OC(=O)CC2C(=O)NC2CCCCCC2)cc1OC (centres undefined)	13.9	5.1	-10.2	0.9	7.2	1	0.9	0.9	0.9	-3.3
COc1ccc(-c2cnnc(N/N=C/c3c(C)nn(-c4ccccc4)c3Cl)n2)cc1	5.1	1.4	-7.0	1	-3.4	1	0.9	0.9	0.8	2.5
O=C(Cn1nc(-c2ccccc2)c2ccccc2c1=O)Nc1ccc2c(c1)nc1n2CCOC1	12.3	-5.6	-12.4	0.9	6.7	1	0.9	1	0.9	-4.8
CCCCCn1c(SCC(=O)OCC)nc2cc(C(=O)NCc3ccco3)ccc2c1=O	9.9	22.9	-10.0	0.9	6.8	1.1	0.9	1	1	-5.0
O=C(Cn1c(=O)sc2ccccc21)NCCOc1ccccc1F	6.2	0.5	-12.6	0.9	14.5	1	0.9	1	1	-3.8
COc1ccccc1NC(=O)Nc1ccc(Cl)c(S(=O)(=O)Nc2ccccc2OC)c1	15.6	98.7*	-25.0	1.2	-24.1	1	0.8	0.9	0.8	-1.7
CC(=O)C1C(=O)CC(C)(O)C(C(C)=O)C1c1ccc(N(C)C)cc1 (centres undefined)	12.4	-1.5	-3.2	1.1	-6.8	1	0.9	0.9	0.8	3.9
COc1ccc(C2c3sc(=O)[nH]c3SC3C4CCC(C4)C23)cc1 (centres undefined)	23.7	18.8	-7.2	0.9	5.3	1.1	0.8	0.9	0.8	-5.4
Cc1cc(NC(=O)CSc2nc3c(cc2C#N)CCCC3)no1	0.5	2.4	-11.1	1.1	-11.3	1	1	1.1	1.1	-4.8
COc1cccc(CNC(=O)CCc2nnc(C3CCCCC3)o2)c1	10.5	6.6	-6.9	0.9	6.4	1	0.9	0.9	0.9	-2.8
Cc1ccc(NC(=O)C(C)OC(=O)c2ccc(NS(=O)(=O)c3ccc(F)c(F)c3)cc2)cc1 (centres undefined)	8.8	-4.2	-12.6	1	-1.8	1	0.9	1.1	1.1	-2.3
O=C1NC2(CCCCC2)C(=O)N1Cc1cccc(C(F)(F)F)c1	3.4	98.0*	-12.9	0.9	14.6	1	1	1	1.1	-3.1
CC(C)(C)Nc1c(-c2ccc(O)cc2)nc2ccc(Cl)cn12	.	8.3	-3.6	1.1	-8.1	1	.	.	.	0.9
Cc1ccc(-c2nnc3ccc(SC(C)C(=O)O)nn23)cc1 (centres undefined)	25.2	-3.2	-8.1	0.9	8.3	1	0.7	1.2	0.9	2.1
O=C(NC12CC3CC(CC(C3)C1)C2)c1ccc(S(=O)(=O)N2CCOCC2)cc1	4.7	3.8	4.9	1	0.7	1	1	1	1.1	0.0
Cc1cccc(NC(=O)CC2S/C(=N/c3nccs3)N(C)C2=O)c1 (centres undefined)	6.2	-1.0	-4.4	0.8	18.2	1	0.9	1	1	-1.6
COc1cccc(OC(C)c2ccnc3nc(/N=C/N(C)C)nn23)c1 (centres undefined)	-1.0	-2.5	-11.5	1	-3.5	1	1	0.8	1	-3.7
CCN(CC)C(C(=O)Nc1ccc2c(c1)OCO2)c1ccccc1 (centres undefined)	3.0	2.0	0.0	0.9	9.9	1	1	0.9	1.1	0.9
O=C(Nc1ccccc1C(=O)N/N=C/c1ccncc1)c1ccccc1	6.8	0.8	-7.7	1.1	-6.1	1	0.9	1	1	-4.8
CC(=O)Nc1cc[n+](C(C)C(=O)c2ccc(Br)cc2)cc1 (centres undefined)	13.4	-3.9	-7.2	0.9	6.3	1.1	0.9	1.1	0.9	-7.9
Cc1ccc(C#N)c(SCc2ccccc2[N+](=O)[O-])n1	20.3	-4.4	20.2	0.8	15.1	1	0.8	1	1	-0.7
CCOc1ccc(CN(C)CC(=O)NNC(=O)c2ccc(Cl)cc2)cc1OC	10.4	-4.3	-62.1	0.9	12.0	0.9	0.9	1	0.8	5.1
CCCCOC(=O)C1=C(C)Nc2nnnn2C1c1ccc(OC)c(OC)c1OC (centres undefined)	13.0	94.0*	-4.9	1	-2.7	1	0.9	1	1	-3.4
COCc1cc(C)n(CC(=O)Nc2c(C)cccc2C)c(=O)c1C#N	4.9	-8.3	-5.3	1	-3.3	1	1	1	1	-1.4

Copied from the list:
`O=C1NC2(CCCCC2)C(=O)N1Cc1cccc(C(F)(F)F)c1` @ bIAP inhibitor: 14.6
`CCN(CC)C(C(=O)Nc1ccc2c(c1)OCO2)c1ccccc1` (centres undefined) @ Lmaj promast: 2.0
`CC(C)(C)Nc1c(-c2ccc(O)cc2)nc2ccc(Cl)cn12` @ TNAP act hi DEA: 1
`O=C(Cn1c(=O)sc2ccccc21)NCCOc1ccccc1F` @ TNAP inh hiacc: -3.8

Remaining list, next part.
SMILES	Diaphorase inh	Lmaj promast	TNAP inh no acc	bIAP activator	bIAP inhibitor	TNAP act hi DEA	Diaphorase act	PMI act hi M6P	PMI act	TNAP inh hiacc
CCOC(=O)c1ccc(NC(=O)CSc2n[nH]c(-c3ccncc3)n2)cc1	50.6*	-3.6	-1.8	0.9	8.2	1	0.5	1	0.9	0.0
COc1cc2cc(C(c3nnnn3C(C)(C)C)N3CCc4ccccc4C3)c(=O)[nH]c2cc1OC (centres undefined)	19.2	27.5	-1.5	1	-0.3	1	0.8	1.4	1.1	-0.1
CCOC(=O)N1CCN(CC(O)COCc2ccccc2)CC1 (centres undefined)	13.8	66.3*	-16.8	1	-1.2	1.1	0.9	1	1	-8.7
C/C(=N\n1cnnc1)c1ccccc1	13.3	-2.3	-10.7	0.9	10.8	1	0.9	0.9	0.9	-0.1
CCCCCn1ccc(=N)cc1	1.2	-2.5	-14.3	0.9	14.6	1.1	1	1	1	-5.8
Cc1nnn(C23CC4CC(CC(CC(=O)Nc5cccc(F)c5)(C4)C2)C3)n1	15.3	15.0	-5.1	1	-4.4	1	0.8	0.8	0.9	-2.2
O=C(CN1C(=O)C2CC=CCC2C1=O)Nc1nccs1 (centres undefined)	6.8	.	-7.4	0.8	15.8	1	0.9	0.9	0.9	-1.9
Cc1ccc(OCc2nc(-c3ccc(-n4cccc4)cc3)no2)cc1C	4.9	-4.0	-6.5	0.8	17.8	1	1	1	1	-0.1
COc1ccc(Nc2cccc(Cl)c2)c(C(=O)O)c1	5.8	50.6*	-10.3	1.2	-15.7	1	0.9	1	1	-3.8
CC(=O)Nc1ccc(Nc2c3c4c(cccc4n(C)c2=O)C(=O)c2ccccc2-3)cc1	19.8	11.7	17.2	0.9	6.6	0.8	0.8	1	1.1	20.2
Cn1cccc1C(=O)NC(=O)COC(=O)Cc1coc2ccc3ccccc3c12	28.2	-3.1	-6.5	1	-2.7	1	0.7	0.7	0.9	-4.8
O=C(Cn1cc(C(F)(F)F)cc(Cl)c1=O)Nc1ccc(N2CCOCC2)cc1	-5.8	-6.6	-6.2	1	2.6	1.1	1.1	1	1.1	-5.2
CC1(C)CC(=O)C(N=Nc2c(Cl)cc(Cl)cc2Cl)=C(O)C1	5.0	-10.4	-6.5	0.8	16.9	0.9	0.9	1.1	0.9	6.6
FC(F)(F)c1ccccc1NC(=S)Nc1cccc(Cl)c1	19.4	8.1	11.0	0.5	48.2	1	0.8	1	1	-1.6
S=C(Nc1cccc(Cl)c1)N1CCN(Cc2ccccc2)CC1	6.5	23.4	-2.6	1.1	-9.0	1	0.9	0.9	1	-3.6
O=S(=O)(NC1CCCCC1N1CCOCC1)c1ccc(Cl)cc1 (centres undefined)	-4.1	17.7	-0.2	1	0.3	1.1	1	1	1	-5.4
O=C(NCc1cccs1)c1ccc2c(c1)ncn2C1CCCC1	14.1	-1.0	-0.3	0.9	13.9	1	0.9	0.9	1	-2.8
CCOc1ccc(-c2nnn(CC#N)n2)cc1OC	19.5	-1.9	-9.0	1	0.8	1	0.8	0.6	1	-2.1
Nc1ccc2c(c1)COc1ccccc1O2	4.3	-8.1	-7.4	1	1.7	1	1	1	1	-4.3
O=C1NC(=Nc2ccccc2)S/C1=C\C=C\c1ccco1	21.6	4.8	56.1*	1	2.1	0.9	0.8	1	1	9.4
Cc1ccc(NP(=O)(c2ccc(N(C)C)cc2NC(=O)c2cccs2)N2CCOCC2)cc1Cl (centres undefined)	35.4	58.4*	0.8	1	1.7	1	0.6	0.8	0.8	0.7
CCOC(=O)C1CCCN(S(=O)(=O)c2ccc(OC)cc2)C1 (centres undefined)	1.6	-6.0	0.8	0.9	7.3	1	1	1.1	1.1	-4.3
CC(C)N(C(=O)CSc1nn2c(=O)c(C(C)(C)C)nnc2s1)c1ccccc1	20.9	24.5	-2.2	0.9	7.8	1	0.8	0.9	1	0.7
Nc1nc(-c2cccc(F)c2)cs1	.	-3.7	-7.8	1	0.2	1	.	.	.	-3.4
Cc1cc(C)nc(SCC(=O)NC2=NN=C(c3ccc(Br)cc3)CS2)n1	16.2	-8.7	-3.5	1.1	-12.3	1	0.8	1	0.9	1.2
Cc1ccc2nc(SCC(=O)c3c(N)n(C)c(=O)n(C)c3=O)[nH]c2c1	4.1	-3.9	-27.5	1	-1.0	1	1	1.5	1.1	-0.6
CCOC(=O)N1CCC(NC(=O)C2CCCCN2S(=O)(=O)c2ccc(F)cc2)CC1 (centres undefined)	2.0	-7.5	-15.6	1	-2.7	1.1	1	1	1.1	-6.4
OCCn1c(SCCOc2ccccc2)nc2ccccc21	1.8	0.3	-14.4	0.9	6.4	1	1	1	1	-2.3
CCSc1ccccc1C(=O)Nc1cc(OC)c(OC)c(OC)c1	4.7	1.8	-16.6	0.9	6.8	1.1	1	0.9	1	-7.4

High-throughput results (PubChem)
